Screens deposited in PubChem by several laboratories.
CCHFV vOTU inh = blocks the CCHF virus ovarian tumor domain protease | CCHFV vOTU protease, Pep-AMC fluorescence | inhibition, % at 11.5 µM | actives 0.55% (n = 370,000) | AID 651958; in the data active means inhibition above about 30%; further: 0% = vehicle wells with enzyme and 100% = no enzyme wells
SSB-PriA inh = blocks PriA binding to SSB C-terminal tail | AlphaScreen SSBct-PriA binding, biotinylated peptide | inhibition, % at 33 µM | actives 0.6% (n = 430,000) | AID 1272365; in the data active means inhibition mostly above about 37%, no sharp cut-off; inactive means mostly below about 20%;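 further: plate controls were negative control peptide for no effect and reference peptide for full effect; strong numbers were not always called active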
TcdB inh = TcdB glycohydrolase inhibition. actives 0.24% (n = 350,000). TcdB glycohydrolase enzymatic assay, plate reader. inhibition, % at 9.99 µM. P18177; in the data active means inhibition above about 10%
PfHsp40 yeast = rescue of PfHsp40-mediated yeast toxicity; S. cerevisiae expressing PfHsp40, growth rescue, ATP luminescence; growth rescue, % at 12.5 µM; actives 0.68% (n = 340,000); in the data active means growth rescue above about 28%, passing the limit was not always enough; inconclusive means no clear call, values can overlap the other calls;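 further: yeast W303a lacking pdr1 and pdr3 grown in galactose medium; growth measured after three days at 30 °C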
DUSP3 inh = DUSP3 (human) phosphatase inhibition; inhibition, % at 13.3 µM; recombinant VHR phosphatase, pNPP absorbance; AID 1654; P51452; actives 0.52% (n = 290,000); in the data active means inhibition above about 50%; further: some compounds called inactive have numbers as strong as hits
Anthrax LF prot = inhibitors of Bacillus anthracis lethal factor protease | P15917 | multiplex microsphere protease cleavage assay, LF | inhibition, % at 10 µM | actives 0.12% (n = 360,000) | AID 588501; further: plate controls were buffer without enzyme for full effect and enzyme alone for no effect
Vc quorum ag = inducers of Vibrio cholerae quorum light production without autoinducers. V. cholerae BH1578 lux reporter, luminescence, 6 h. activation, % at 18.7 µM. actives 0.16% (n = 350,000). AID 588436; in the data active means activation mostly above about 9.7%, no sharp cut-off; inconclusive means no clear call, values can overlap the other calls; inactive means mostly below about 3.7%; further: not every result past the cut was called active; inactives centre near 0; reference of the scale not given here
3CLpro inhibitor = SARS-CoV 3CLpro protease inhibition | actives 0.14% (n = 290,000) | recombinant SARS-CoV 3CLpro, quenched FRET peptide cleavage | inhibition, % at 6 µM; in the data active means inhibition above about 12%
Y pestis TopoI = Y. pestis Topo-I inhibition via cleavage products; Y. pestis Topo-I cleavage product accumulation, plate reader; activity, % at 10 µM; actives 0.064% (n = 360,000); AID 504884; in the data active means activity above about 50%, passing the limit was not always enough; inconclusive means no clear call, values can overlap the other calls; further: inactives centre near 2
BoNT A protease = BoNT A light chain protease inhibition. actives 0.17% (n = 360,000). inhibition, % at 10 µM. multiplex microsphere protease substrate cleavage, flow cytometry; further: plate controls were buffer without enzyme for full effect and enzyme alone for no effect
Active calls of the source: *; i = inactive; ? = inconclusive; / = not tested or not shown; & = joins results of further samples. Unless noted, no stated cut-off is given here; in the data, active means inhibition above about 30%; inconclusive means no clear call, values can overlap the other calls; inactive means below that.

smiles	CCHFV vOTU inh	SSB-PriA inh	TcdB inh	PfHsp40 yeast	DUSP3 inh	Anthrax LF prot	Vc quorum ag	3CLpro inhibitor	Y pestis TopoI	BoNT A protease
CC(=O)N1CCC(Nc2ccc(C)cc2)CC1	8	3	0.1	0.8	21	0	0.0	-2	1	0.5
Cc1sc2nc(CN3CCOCC3)[nH]c(=O)c2c1-c1ccccc1	3	-2	/	-0.3	-1	0	0.5	-5	2	-0.1
O=C(COC(=O)c1cccc(OC(F)F)c1)NCC1CCCO1 (stereo unspecified)	8	-13	1.4	-0.5	/	-6	/	/	3	0.2
Cc1ccc(CNC(=O)Nc2nnc([C@@H]3C[C@H](O)[C@@H](CO)O3)s2)cc1	10	/	-3.3	/	/	-4	-1.3	/	6	-0.3
CCc1nnc(NC(=O)c2ccc(S(=O)(=O)N3CCc4ccccc4C3)cc2)s1	-2	-5	0.3	-1.0	3	0	i	6	-1	-0.5
COc1ccc2c(c1)CCc1c(C(=O)N3CCCCCC3)noc1-2	5	-24	/	-1.6	14	2	-2.4	-2	5	0.4
O=C(Cn1cc([N+](=O)[O-])ccc1=O)N1CCc2ccccc2C1	24	-8	-8.2	-0.9	/	3	i	/	2	1.5
Cc1ccc(C(=O)N/N=C/c2ccc(N3CCOCC3)cc2)c(C)c1	11	/	0.8	0.8	-3	-1	i	-2	-3	0.5
O=C(CSc1cccc[n+]1[O-])Nc1ccc(Cl)cc1F	-5	-11	-1.2	-0.5	/	-2	i	/	4	-0.1
CCN(CC)C(=O)c1[nH]cnc1C(=O)N[C@@H](C)c1ccccc1	13	-9	-12	-0.3	/	-8	0.7	/	-5	-0.5
COc1ccc(N2CCN(C(=O)COC(=O)CCOc3ccccc3C)CC2)cc1	0	-8	-1.1	4.9	/	2	-1.1	/	17	0.1
Cc1cc(-c2ccco2)n(CC(=O)NCc2ccccc2)n1	-4	-15	1.7	-1.0	8	1	-0.2	-4	5	-0.3
CCC1(C)Cc2c(c(=O)n(-c3ccccc3)c3ncnc(N)c23)CO1 (stereo unspecified)	-2	-19	/	-1.2	20	3	1.0	2	-3	0.6
O=C(Nc1cccc([N+](=O)[O-])c1)c1ccc2c(c1)OCCO2	15	1	/	1.4	2	-3	-1.5	4	-12	0.7
Nc1cc(=O)[nH]c(SCCOc2ccccc2)n1	-5	-10	-0.8	/	44	3	-0.4	5	-3	0.6
CCOc1cccc(-c2cc(C(=O)N/N=C/c3ccc(OC)c(CN4CCOCC4)c3)c3ccccc3n2)c1	9	/	/	-0.8	19	-3	-0.2	-1	21	-1.0
CC(C)Cc1[nH]c(=O)c(C#N)c2c1CCC2	-21	-2	50*	-0.3	11	2	i	5	0	-0.3
Cc1ccc(-n2ncc3c2CCCC3NC(=O)c2ccccc2N2CCOCC2)cc1C (stereo unspecified)	-1	6	-0.2	-1.2	14	/	-0.4	0	36	/
Cc1cc(NC(=O)c2cc3n(n2)C(C(F)(F)F)CC(c2ccco2)N3)no1 (stereo unspecified)	10	-5	0.4	0.8	27	3	-0.9	0	-4	-0.9
CCOc1ccc(NC(=O)c2nn(C)cc2Br)cc1	-8	-10	/	1.2	20	-6	2.2	2	7	0.2
Nc1nc(-c2ccco2)cs1	9	5&15	/	-0.5	24	1	0.7	-3	-2	-0.3
COc1ccc(C2C(C#N)=C(C)NC3=C2C(=O)CC(C)(C)C3)cc1 (stereo unspecified)	-96	-17	/	0.1	-23	-2	/	10	-2	-1.0
CCCCn1c(N)c(N(CCOC)C(=O)c2cc(-c3ccccc3Cl)nc3ccccc23)c(=O)[nH]c1=O	-6	-4	0.4	-0.6	/	/	-1.1	/	4	/
O=C(NC(=S)Nc1ccc(Cl)cc1)c1ccccc1	8	3	1.7	-0.9	9	-4	5.6	3	1	-3.4
COC(=O)NC1(C(F)(F)F)C(=O)NC(C)=C1C(=O)OC (stereo unspecified)	-1	-22	/	-1.5	5	5	0.7	-1	-4	0.9

Further records
smiles	CCHFV vOTU inh	SSB-PriA inh	TcdB inh	PfHsp40 yeast	DUSP3 inh	Anthrax LF prot	Vc quorum ag	3CLpro inhibitor	Y pestis TopoI	BoNT A protease
Oc1ccc(Br)cc1-c1cc(-c2ccco2)[nH]n1	5	23	/	11	-16	-2	5.0	-1	-18	0.0
O=S1(=O)NC(c2ccccc2)CC(CC2CCCCC2)O1 (stereo unspecified)	4	-13	1.2	7.6	-3	-5	i	-2	25	0.4
CCOC(=O)C1=CCN(S(=O)(=O)c2ccccc2Br)C1c1cccc(F)c1 (stereo unspecified)	0	/	0.6	/	/	-5	/	/	/	-0.9
COC(=O)c1nn(-c2nc(-c3ccc(OC)c(OC)c3)cc(C(F)(F)F)n2)cc1[N+](=O)[O-]	-1	-8	1.3	-2.4	18	0	-0.7	0	-8	-0.3
CCOC(=O)C(=CNc1cccnc1Oc1ccc(C)c2c1CCC2)C(=O)OCC	-3	-15	1.1	-0.7	28	-8	1.3	2	-3	?
CC1CC(NC(=O)CCn2c(=O)oc3ccccc32)CC(C)(C)C1 (stereo unspecified)	2	-6	0.1	-0.7	-2	-6	-0.1	-1	20	-1.2
COc1ccc(-c2nn(C)c(=O)c3ccccc23)cc1CNC(=O)c1ccco1	7	-15	/	-0.2	13	-5	i	-1	6	-2.8
CC(=O)n1cc(N(C(=O)CCl)c2ccccc2)c2ccccc21	9	-25	1.4	8.0	17	/	-0.3	6	-5	/
FC(F)(F)c1cc(Oc2ccc(Cl)cc2)nc(-c2ccccn2)n1	-3	-19	/	-1.0	35	-2	1.0	5	1	-3.3
CC(C)(C)c1[nH]nc2c1C(c1ccoc1)C(C#N)=C(N)O2 (stereo unspecified)	2	-3	/	0.0	21	0	-0.3	3	5	0.2
COc1cc(NC(=O)CC(C)S(=O)(=O)c2cc3c(cc2C)NC(=O)CO3)cc(OC)c1OC (stereo unspecified)	2	-17	3.2	-0.2	23	-1	-0.4	5	-9	0.9
O=C(Cn1cnc2c(oc3nc4c(cc32)CCCC4)c1=O)Nc1ccccc1	14	4	0.5	1.3	4	2	2.6	-3	4	0.6
Cc1ccc(CNC(=O)C2CC3Cn4c(nc5cc(Cl)c(Cl)cc54)C3N2C)o1 (stereo unspecified)	5	5	1.5	0.6	-5	-5	-0.3	/	8	-0.5
CCCCCCN1C[C@H](n2cc(-c3ccc(F)cc3)nn2)[C@@H](O)C[C@@H]1c1ccc(OC)cc1	7	/	-0.7	/	/	-11	-0.4	/	-3	0.2
Cc1cc2cc(CCNC(=O)c3ccc(S(=O)(=O)N4CCCC4)cc3)c(=O)[nH]c2cc1C	-1	5	0.5	0.8	-9	5	i	-4	23	3.7
CN1C(=O)N(C)C2(c3ccccc3)NNC(N)=NC12c1ccccc1 (stereo unspecified)	0	-11	0.3	-0.2	13	/	-0.4	4	-2	/
COc1ccc(NC(=O)CCC(=O)OC(C(=O)c2ccccc2)c2ccccc2)cc1 (stereo unspecified)	-3	3	/	0.0	8	-4	-6.2	-1	-9	0.5
O=C(COC(=O)c1ccccc1F)NCc1ccc2c(c1)OCO2	-3	-4	0.9	0.5	/	-5	-0.5	/	4	0.4
CC(=O)N(CCc1ccccc1)c1ccc2c(c1)C1CC2CCN1C(=O)OCc1ccccc1 (stereo unspecified)	11	/	1.7	/	/	-3	-1.0	/	33	0.1
COCCCNc1nc2c(c(=O)n(Cc3cccc(Br)c3)c(=O)n2C)n1C	-2	14	0.5	3.0	-5	-11	i	-1	16	-14
CC(=O)c1cccc(NC(=O)N2CCCC2C(=O)Nc2ccc3c(c2)OCO3)c1 (stereo unspecified)	-2	2	0.1	0.3	57*	-1	1.1	-3	-5	-0.2
COc1ccc(C(=O)NC(C)CCn2cccn2)cc1OC1CCN(C(C)C)CC1 (stereo unspecified)	-1	-13	0.5	0.5	34	6	-0.6	1	-8	1.8
CCOC(=O)C(C)NC(=O)CCc1nnc2ccc(N3CCCCC3)nn12 (stereo unspecified)	-6	-10	-1.4	8.1	6	-14	-0.6	-4	-6	-5.3
O=C(O)c1ccc2c(c1)CCCN2	-7	-4	-1.5	/	17	?	-0.6	-2	-2	2.3
O=C(CSc1ccccc1)Nc1ccc2c(c1)OCCO2	1	7	-0.8	0.5	-6	-3	-0.3	0	12	-3.5

Entries of single compounds, looked up by structure.
Results for O=C(Cn1cnc2c(oc3nc4c(cc32)CCCC4)c1=O)Nc1ccccc1 : CCHFV vOTU inh: 14; SSB-PriA inh: 4; TcdB inh: 0.5; PfHsp40 yeast: 1.3; DUSP3 inh: 4; Anthrax LF prot: 2; Vc quorum ag: 2.6; 3CLpro inhibitor: -3; Y pestis TopoI: 4; BoNT A protease: 0.6
Results for COC(=O)c1nn(-c2nc(-c3ccc(OC)c(OC)c3)cc(C(F)(F)F)n2)cc1[N+](=O)[O-] : CCHFV vOTU inh: -1; SSB-PriA inh: -8; TcdB inh: 1.3; PfHsp40 yeast: -2.4; DUSP3 inh: 18; Anthrax LF prot: 0; Vc quorum ag: -0.7; 3CLpro inhibitor: 0; Y pestis TopoI: -8; BoNT A protease: -0.3

3 entries drawn at random from those above:
smiles	CCHFV vOTU inh	SSB-PriA inh	TcdB inh	PfHsp40 yeast	DUSP3 inh	Anthrax LF prot	Vc quorum ag	3CLpro inhibitor	Y pestis TopoI	BoNT A protease
CCCCn1c(N)c(N(CCOC)C(=O)c2cc(-c3ccccc3Cl)nc3ccccc23)c(=O)[nH]c1=O	-6	-4	0.4	-0.6	/	/	-1.1	/	4	/
COc1ccc(C2C(C#N)=C(C)NC3=C2C(=O)CC(C)(C)C3)cc1 (stereo unspecified)	-96	-17	/	0.1	-23	-2	/	10	-2	-1.0
FC(F)(F)c1cc(Oc2ccc(Cl)cc2)nc(-c2ccccn2)n1	-3	-19	/	-1.0	35	-2	1.0	5	1	-3.3

Additional entries.
smiles	CCHFV vOTU inh	SSB-PriA inh	TcdB inh	PfHsp40 yeast	DUSP3 inh	Anthrax LF prot	Vc quorum ag	3CLpro inhibitor	Y pestis TopoI	BoNT A protease
COc1ccc2cc(C3CC(c4ccco4)=NN3S(C)(=O)=O)c(Cl)nc2c1 (stereo unspecified)	14	8	1.0	-0.4	4	-5	-0.1	6	-8	0.2
CCOC(=O)CC(NC(=O)Cc1ccc(F)cc1)c1ccccc1Cl (stereo unspecified)	4	-1	0.6	0.4	4	1	2.6	-1	9	-0.7
O=C(O)[C@H]1CCC(=O)N1Cc1ccco1	5	-10	/	1.7	2	-6	i	2	3	-0.2
CN(C)c1nc(Oc2ccc(=O)[nH]n2)nc(N2CCCCC2)n1	-3	-9	/	0.0	21	0	-0.2	1	8	0.3
Cc1ccc(S(=O)(=O)N(Cc2cc3ccccc3[nH]c2=O)CC2CCCO2)cc1 (stereo unspecified)	12	-6	1.8	-0.2	8	0	-0.3	-6	19	-3.2
Cc1ccc(C)c(OCC(=O)O/N=C(\N)c2cccc([N+](=O)[O-])c2)c1	0	i	1.2	-0.8	4	-9	i	-5	-1	-0.5
O=C(c1ccc(Cl)cc1)c1ccc(Oc2cc(NN3CCCCC3)c([N+](=O)[O-])cc2[N+](=O)[O-])cc1	-7	-13	1.5	-1.3	10	-5	-0.5	5	-6	-0.4
Cc1c(N2C(=O)c3ccc(Br)cc3C2=O)c(=O)n(-c2ccccc2)n1C	6	5	/	1.6	46	-2	-0.3	4	2	0.0

These rows are one share of the data. The share of hits here may be higher or lower than overall.
